Screening data (PubChem)
EBI2 antag – antagonists of human EBI2 receptor | inhibition, % at 5 µM | 0.81% of 360,000 active | P32249 | EBI2 beta-arrestin recruitment, luminescence, 7a,25-OHC stimulated; in the data active means inhibition above about 38%;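 further: enzyme fragment complementation signal reports receptor beta-arrestin coupling in cells; 0% = agonist plus DMSO wells and 100% = wells without agonist; some results beyond the cut were filed as inactive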
UBC13 inh – blocks human UBC13 polyubiquitin chain formation; P61088; TR-FRET; inhibition, % at 20 µM; 0.47% of 330,000 active; AID 485273; in the data active means inhibition above about 45%, passing the limit was not always enough
Target sequence (P61088 whole entry, looked up): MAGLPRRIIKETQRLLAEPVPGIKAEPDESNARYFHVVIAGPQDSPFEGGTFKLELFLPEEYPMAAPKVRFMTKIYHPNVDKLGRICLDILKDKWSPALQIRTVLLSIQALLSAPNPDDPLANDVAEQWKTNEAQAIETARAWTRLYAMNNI
Jurkat NFkB inh – inhibitors of the PMA/ionomycin-induced NF-kB reporter in Jurkat cells; PMA/ionomycin-induced NF-kB luciferase reporter, luminescence; inhibition, % at 4 µM; 0.53% of 330,000 active; AID 435003
Gli-Sufu antag – antagonists of Gli-Sufu signaling; Sufu-KO-LIGHT fibroblasts, Gli luciferase reporter luminescence; inhibition, % at 5 µM; 0.74% of 340,000 active;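 active means inhibition above about 55%, limit read from the data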;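 further: 0% = DMSO-treated cells and 100% = wells with medium but no cells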
697 NFkB inh – lowers PMA/ionomycin-induced NF-kB signal in 697 B cells; 697 B-cell NF-kB luciferase reporter, 16 h; inhibition, % at 4 µM; 0.33% of 330,000 active; AID 435022; in the data active means inhibition above about 35%
SENP8 inh – SENP8 protease inhibition; inhibition, % at 10 µM; 1.2% of 330,000 active; purified SENP8, Z-RLRGG-aminoluciferin cleavage, luminescence
Target sequence (Q96LD8 whole entry, looked up): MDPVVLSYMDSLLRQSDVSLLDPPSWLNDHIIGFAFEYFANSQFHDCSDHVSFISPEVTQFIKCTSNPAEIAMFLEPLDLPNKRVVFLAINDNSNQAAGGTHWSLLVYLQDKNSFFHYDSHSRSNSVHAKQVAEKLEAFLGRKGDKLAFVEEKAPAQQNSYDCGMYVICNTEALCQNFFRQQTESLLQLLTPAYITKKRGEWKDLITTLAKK
CCR6 antagonist – antagonists of human CCR6 receptor; P51684; CHO-K1 CCR6 PathHunter beta-arrestin, luminescence, CCL20-stimulated; inhibition, % at 20 µM; 0.49% of 340,000 active;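 active means compounds whose inhibition of the agonist-driven luminescence signal at 20 µM reaches about 50%, limit read from the data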;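 further: cells stimulated with CCL20 at 14 nM final; plate controls were DMSO with CCL20 for no effect and DMSO without agonist for full effect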
Target sequence (P51684 whole entry, looked up): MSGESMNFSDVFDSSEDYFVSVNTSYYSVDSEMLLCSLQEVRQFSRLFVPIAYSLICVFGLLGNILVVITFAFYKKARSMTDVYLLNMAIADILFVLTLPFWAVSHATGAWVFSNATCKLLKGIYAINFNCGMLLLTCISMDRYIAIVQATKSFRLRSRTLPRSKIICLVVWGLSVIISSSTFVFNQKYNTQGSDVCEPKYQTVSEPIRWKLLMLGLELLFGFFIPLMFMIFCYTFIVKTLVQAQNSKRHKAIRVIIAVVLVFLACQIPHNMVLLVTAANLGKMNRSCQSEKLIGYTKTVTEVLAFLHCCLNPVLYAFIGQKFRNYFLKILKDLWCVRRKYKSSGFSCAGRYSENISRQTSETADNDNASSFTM
Apaf-1 inh – inhibitors of human Apaf-1 apoptosome; reconstituted apoptosome caspase-3 activity, DEVD-Rh110 fluorescence; inhibition, % at 20 µM; 0.71% of 330,000 active; active means inhibition of at least 40% at 20 µM;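 further: plate controls were DMSO wells for no effect and DEVD-CHO caspase inhibitor wells for full effect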
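Material: reconstituted apoptosome with Apaf-1, cytochrome c, caspase-9, procaspase-3, dATP / Buffer or medium: pH 7.5 Hepes buffer with CHAPS, BSA, DTT / Also added: cytochrome c with DEVD-Rh110 / Schedule: compound with Apaf-1, dATP, procaspase-3 30 min, then 50 min reaction, room temperature / Technique: rhodamine 110 fluorescence at Ex 480/Em 540 nm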
Numbers without * were called inactive; . = not tested or not shown; & = joins results of further samples. Unless noted, no stated cut-off is given here; in the data, active means inhibition above about 50%; inactive means the rest.

The opening four records (preview)
#	Molecule	EBI2 antag	UBC13 inh	Jurkat NFkB inh	Gli-Sufu antag
1	CCOc1ccc(NC(=O)CN2C(=O)COc3ccc(Cl)cc32)cc1	0	7	1	-13
2	CC(C)CCNC(=O)NC(=O)COc1ccccc1C#N	4	-3	-19	-4
3	O=[N+]([O-])c1ccc2[nH]c(O)c(N=NC(=S)NCC3CCCO3)c2c1 (stereo unspecified)	-1	91*	3	14
4	CSCCC(NS(=O)(=O)c1ccc(C)cc1)C(=O)NCC(C)(C)N1CCOCC1 (stereo unspecified)	-10	-2	-14	-5

#	697 NFkB inh	SENP8 inh	CCR6 antagonist	Apaf-1 inh
1	7	2	-12	-3
2	4	-8	-16	15
3	15	5	50	-17
4	18	0	-7	-12

All compounds of this part (from the top)
#	Molecule	EBI2 antag	UBC13 inh	Jurkat NFkB inh	Gli-Sufu antag
1	CCOc1ccc(NC(=O)CN2C(=O)COc3ccc(Cl)cc32)cc1	0	7	1	-13
2	CC(C)CCNC(=O)NC(=O)COc1ccccc1C#N	4	-3	-19	-4
3	O=[N+]([O-])c1ccc2[nH]c(O)c(N=NC(=S)NCC3CCCO3)c2c1 (stereo unspecified)	-1	91*	3	14
4	CSCCC(NS(=O)(=O)c1ccc(C)cc1)C(=O)NCC(C)(C)N1CCOCC1 (stereo unspecified)	-10	-2	-14	-5
5	CCN(CC)C(=O)CSc1ncnc2sc(C)c(C)c12	9	3	5	2
6	Cc1ccc(S(=O)(=O)N2CCN(C(=O)COC(=O)C3CCC3)CC2)c(C)c1	-10	5	9	-11
7	COc1ccccc1NC(=O)CCC(=O)N/N=C(/C)c1ccc(C)cc1	-6	2	-3	2
8	Cc1cc(Cl)ccc1C(=O)C1CCCN(C(=O)CN2CCOC2=O)C1 (stereo unspecified)	-5	2	0	-4

#	697 NFkB inh	SENP8 inh	CCR6 antagonist	Apaf-1 inh
1	7	2	-12	-3
2	4	-8	-16	15
3	15	5	50	-17
4	18	0	-7	-12
5	8	2	1	-12
6	12	-3	2	-6
7	6	0	5	-12
8	6	-3	3	3

The list continues.
#	Molecule	EBI2 antag	UBC13 inh	Jurkat NFkB inh	Gli-Sufu antag
9	Cc1cc(=O)[nH]c(SCC(=O)N2c3ccccc3CC2C)n1 (stereo unspecified)	3	-1	-5	-11
10	Cc1cccc(C)c1NC(=O)CS(=O)CC(=O)N1CCN(c2ccccc2)CC1 (stereo unspecified)	-13	6	-3	23
11	COc1ccc(OC)c(-c2csc(NC(=O)CSc3nnnn3C)n2)c1	2	-5	16	-4
12	CC(C)c1ccc(-c2nnn(Cc3nc4ccccc4s3)n2)cc1	7	0	7	-2
13	CCOC(=O)C1(CCCc2ccccc2)CCN(C(=O)c2cc(C)nn2CC)CC1	15	-3	10	9
14	CNC(=O)C(=O)NCC1OCCN1S(=O)(=O)c1ccc2c(c1)OCCO2 (stereo unspecified)	-2	8	-5	1
15	Cn1cccc1/C=N/NC(=O)CNc1ccc2ccccc2c1	20	7	8	-14
16	CC1=NN(Cc2ccccc2)C(=O)C1C(c1ccncc1)C(C#N)C#N (stereo unspecified)	-10	8	-2	3

#	697 NFkB inh	SENP8 inh	CCR6 antagonist	Apaf-1 inh
9	-9	2	8	15
10	6	5	5	-9
11	21	7	4	-2
12	9	-2	12	16
13	-50	3	0	19
14	7	1	-11	-6
15	-1	-3	-5	6
16	3	-2	7	-12

Part of the list above, with one line to a screen:
[15] Cn1cccc1/C=N/NC(=O)CNc1ccc2ccccc2c1
[12] CC(C)c1ccc(-c2nnn(Cc3nc4ccccc4s3)n2)cc1
[3] O=[N+]([O-])c1ccc2[nH]c(O)c(N=NC(=S)NCC3CCCO3)c2c1 (stereo unspecified)
[4] CSCCC(NS(=O)(=O)c1ccc(C)cc1)C(=O)NCC(C)(C)N1CCOCC1 (stereo unspecified)
[11] COc1ccc(OC)c(-c2csc(NC(=O)CSc3nnnn3C)n2)c1
compound no. | 15 | 12 | 3 | 4 | 11
EBI2 antag | 20 | 7 | -1 | -10 | 2
UBC13 inh | 7 | 0 | 91* | -2 | -5
Jurkat NFkB inh | 8 | 7 | 3 | -14 | 16
Gli-Sufu antag | -14 | -2 | 14 | -5 | -4
697 NFkB inh | -1 | 9 | 15 | 18 | 21
SENP8 inh | -3 | -2 | 5 | 0 | 7
CCR6 antagonist | -5 | 12 | 50 | -7 | 4
Apaf-1 inh | 6 | 16 | -17 | -12 | -2

Continued:
#	Molecule	EBI2 antag	UBC13 inh	Jurkat NFkB inh	Gli-Sufu antag
17	Cc1cccc(OCC(O)CNC(=O)c2ccccc2C(=O)O)c1 (stereo unspecified)	4	1	4	-1
18	COc1ccc(CNc2oc(COc3ccc(Cl)cc3)nc2C#N)cc1	42*	1	1	-10
19	Cc1ccc(-c2cc(NC(=O)c3ccccc3)on2)cc1	-8	12	-100	-61
20	COc1ccc(CCNC(=O)c2cc(-c3cc(Cl)cc(Cl)c3)oc2C)cc1	26	-16	-1	5
21	CCOc1ncccc1C(=O)OCC(=O)Nc1cccc(S(N)(=O)=O)c1	8	0	-15	1
22	O=C(NNC1=NCCCCC1)c1ccccc1	-4	4	5	1
23	CN1CCN(c2ccc(C(CC(N)=O)NC(=O)Cc3ccc(Br)cc3)cc2[N+](=O)[O-])CC1 (stereo unspecified)	-9	0	7	13
24	Cc1cccc(N=Nc2c(C)[nH]n(C(N)=S)c2=O)c1C	.	-5	-17	.

#	697 NFkB inh	SENP8 inh	CCR6 antagonist	Apaf-1 inh
17	-9	-9	-11	-4
18	-7	-11	22	17
19	-36	52*	-10	9
20	9	5	-11	11
21	12	14	1	0
22	6	1	14	-9
23	-15	-1	-7	-5
24	-28	65*	.	-5

Continued.
#	Molecule	EBI2 antag	UBC13 inh	Jurkat NFkB inh	Gli-Sufu antag
25	O=C(N/N=C/c1cccnc1)c1cc(-c2ccc(Br)cc2)nc2ccccc12	-9	-7	14	-3
26	COc1ccc(OC)c(N2C(=O)CCCC2=O)c1	-14	0	3	26
27	Cc1cc(N2CCN(C(=O)OC(C)(C)C)CC2)n2ncnc2n1	9	9	4	-15
28	N#Cc1ccccc1CSc1nc2ncc(Br)cc2[nH]1	0&-13	-14	2	-20
29	COCC(C)NC(C(=O)Nc1ccc(C)c(Cl)c1)c1ccccc1 (stereo unspecified)	11	-23	-10	-10
30	O=C(CSc1nnc2c3ccccc3c3ccccc3c2n1)Nc1ccccc1F	11	-44	-1	39
31	Cc1cc2c(c(/C=C/C(=O)c3ccccc3)c1)OC1(C=C2)Oc2ccccc2C(=O)N1C (stereo unspecified)	-3	-6	0	8
32	CCC1COCCS(=O)(=O)N1Cc1ccc(C)cc1 (stereo unspecified)	-6	3	5	-4

#	697 NFkB inh	SENP8 inh	CCR6 antagonist	Apaf-1 inh
25	3	-11	2	13
26	8	2	-5	1
27	1	0	5	-7
28	-7	-11	14	9
29	-26	1	6	21
30	11	6	14	37
31	-38	3	11	12
32	-13	-7	-3	3

New compounds follow.
#	Molecule	EBI2 antag	UBC13 inh	Jurkat NFkB inh	Gli-Sufu antag
33	CC1(c2ccccc2)NC(=O)N(CC(=O)N(CC(=O)Nc2ccccc2C(F)(F)F)Cc2ccco2)C1=O (stereo unspecified)	2	7	5	1
34	COc1ccc(C(CNC(=O)C(CCSC)NC(=O)c2ccccc2Cl)N2CCCC2)cc1 (stereo unspecified)	-10	7	2	9
35	CCOc1ccccc1C1C(C#N)=C(N)Oc2cc(N)ccc21 (stereo unspecified)	-6	-4	0	6
36	COc1ccc(CCNC(=O)C/C(C)=N/NC(=O)c2ccc([N+](=O)[O-])cc2Cl)cc1OC	3	1	19	-11
37	O=C(Nc1ccc2c(c1)OCCO2)c1cnc2ccccn2c1=O	0	0	-86	-62
38	COC(=O)c1ccc(-n2nnnc2SC)cc1	-3	-6	-11	-17
39	COc1ccc(C2=NOC(C(=O)NCC(C)C)C2)cc1 (stereo unspecified)	-4	-2	-19	-20
40	CN1CCN(C(=O)c2ccc3c(c2)S(=O)(=O)c2ccccc2C3=O)CC1	-8	3	9	26

#	697 NFkB inh	SENP8 inh	CCR6 antagonist	Apaf-1 inh
33	17	-2	-5	20
34	5	2	6	-15
35	-2	6	10	3
36	-5	8	-7	6
37	-172	29	4	-9
38	-4	-12	23	-5
39	-13	-1	-8	-3
40	1	-13	5	6

The listing continues:
#	Molecule	EBI2 antag	UBC13 inh	Jurkat NFkB inh	Gli-Sufu antag
41	O=C(COc1ccccc1)NCCSc1ccccc1	23	7	-30	-35
42	CCCCn1c(SCC(=O)NC(=O)NCc2ccco2)nc2cc(S(N)(=O)=O)ccc21	5	6	-9	1
43	CCOc1ccc2nc(NC(=O)C(CCSC)NS(=O)(=O)c3cccs3)sc2c1 (stereo unspecified)	3	5	2	-13
44	CC(=O)Nc1ccc(N2C(=O)CC(Sc3nc4ccccc4s3)C2=O)cc1 (stereo unspecified)	1	-7	-11	-2
45	O=C(Nc1cccc(-c2csc(Nc3ccccc3)n2)c1)c1cc([N+](=O)[O-])cc(C(F)(F)F)c1	13	-41	-4	-26
46	Cc1ccc(NC(=O)CN(C)C(=O)c2ccc3[nH]c4c(c3c2)CC(C)CC4)cc1 (stereo unspecified)	2	66*	-9	0
47	COc1ccc(/C=C2\SC(=S)N(CCCC(=O)NC3CCCC3)C2=O)cc1OC	11	-5	-6	22
48	CCCCCCSc1cc(-c2nc3ccc(C)cn3c2NCCCC)ccc1OC	32	33	1	13

#	697 NFkB inh	SENP8 inh	CCR6 antagonist	Apaf-1 inh
41	-35	-7	-5	5
42	-6	-6	-2	-1
43	-15	-7	-3	22
44	-19	-4	-8	-6
45	5	-6	17	10
46	-3	-1	2	59*
47	33	-20	13	-7
48	-13	3	12	46*

Entries listed above that bear a hit mark in UBC13 inh.
nr	molecule	EBI2 antag	UBC13 inh	Jurkat NFkB inh	697 NFkB inh	SENP8 inh	CCR6 antagonist
3	O=[N+]([O-])c1ccc2[nH]c(O)c(N=NC(=S)NCC3CCCO3)c2c1 (stereo unspecified)	-1	91*	3	15	5	50
46	Cc1ccc(NC(=O)CN(C)C(=O)c2ccc3[nH]c4c(c3c2)CC(C)CC4)cc1 (stereo unspecified)	2	66*	-9	-3	-1	2

Next section.
#	Molecule	EBI2 antag	UBC13 inh	Jurkat NFkB inh	Gli-Sufu antag
49	Cc1ccc(S(=O)(=O)N2CC=C(C(=O)NCc3ccc(F)cc3)CC2)cc1	12	4	15	.
50	Cc1ccc(NC(=O)CN2C(=O)CCS(=O)(=O)c3ccccc32)cc1Cl	1	2	7	-3
51	CC(NC(=O)[C@H](C)NC(=O)[C@@H]1CSC2c3ccccc3C(=O)N21)c1ccccc1 (stereo partly specified)	-4	2	-2	0
52	O=C(NC1CCN(Cc2ccccc2)CC1)c1cccc(S(=O)(=O)Nc2ccc(Br)cc2)c1	-1	22	15	37
53	O=C(Cn1cnc2cc([N+](=O)[O-])ccc2c1=O)Nc1cccc2ccccc12	-15	-9	7	2
54	O=C(NN1CCOCC1)c1cccc(Cl)c1	-4	-1	-23	-5
55	O=C(CSc1nnc(C2CC2)n1-c1ccccc1)NCCc1ccccc1	17	6	13	-67
56	COc1ccc(NS(=O)(=O)c2ccc3nc(COc4ccc(Cl)c(C)c4)[nH]c3c2)cc1	15	-14	0	9
57	Cc1ccc(C23CC4CC(CC(C(=O)NN)(C4)C2)C3)cc1	8	-4	-11	13
58	Cc1cc(C)c2[nH]c(=O)c(C(c3nnnn3C(C)(C)C)N3CCN(C(=O)c4ccco4)CC3)cc2c1 (stereo unspecified)	-8	-1	-8	36
59	CC(=O)c1ccc(NC(=O)c2cccc(NC(=O)c3ccccc3)c2)cc1	8	0	-33	-27

#	697 NFkB inh	SENP8 inh	CCR6 antagonist	Apaf-1 inh
49	-17	1	.	5
50	-5	-3	1	11
51	9	-3	-2	-3
52	-6	-6	8	26
53	14	-8	-13	8
54	3	-13	3	0
55	4	-3	19	-3
56	-9	-2	29	8
57	-5	-3	28	8
58	0	-5	1	-10
59	-33	9	10	-1

Not all compounds are listed. The share of hits here may be higher or lower than overall.
